Screening data from PubChem.
C diff HTS: inhibitors of Clostridium difficile growth; Clostridium difficile clinical isolate growth, OD600, 24 h; stronger effect = lower value; growth activity, negative = inhibition, % at 16 µg/mL (by protocol); actives 0.25% (n = 86,000); AID 1259249;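 active = mean growth activity at or below -80% and every replicate also at or below -80%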;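 also: 0% = DMSO wells and -100% = levofloxacin 16 µg/mL wells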
Tcruzi prolif: blocks T. cruzi growth in NIH3T3 culture; actives 5.9% (n = 77,000); T. cruzi beta-gal in NIH3T3, GalScreen luminescence, 90 h; inhibition, % at 8.34 µM; AID 624255;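 active = mean inhibition above about 93%, with at least 55% of replicates each passing it, limit read from the data, passing the limit was not always enough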
Pf Dd2 inh: P. falciparum Dd2 growth inhibition | AID 1159554 | SYBR Green, 72 h; stronger effect = lower value | activity change, % at 10 µM | actives 2.3% (n = 94,000); in the data active = activity change below about -80%
KDM4C inh: KDM4C (human) demethylase inhibition; AID 720574; inhibition, % at 12.5 µM; actives 0.15% (n = 96,000); Q9H3R0; GST-KDM4C 2-372, H3K9me3 peptide, LANCE TR-FRET;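 active = mean replicate inhibition above about 25%, with at least 55% of replicates also reaching it, limit read from the data, passing the limit was not always enough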
Target sequence (Q9H3R0 2-372 limits assumed): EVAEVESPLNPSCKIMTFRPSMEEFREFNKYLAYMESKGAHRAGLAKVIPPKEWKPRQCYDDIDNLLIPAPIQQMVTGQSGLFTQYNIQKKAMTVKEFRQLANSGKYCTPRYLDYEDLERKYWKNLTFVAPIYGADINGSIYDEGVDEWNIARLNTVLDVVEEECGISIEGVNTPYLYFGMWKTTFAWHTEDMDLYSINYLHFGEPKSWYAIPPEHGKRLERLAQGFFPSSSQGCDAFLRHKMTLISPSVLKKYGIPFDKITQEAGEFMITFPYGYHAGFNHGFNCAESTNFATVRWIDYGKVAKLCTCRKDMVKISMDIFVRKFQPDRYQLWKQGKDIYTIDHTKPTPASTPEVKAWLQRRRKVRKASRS
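Test system: N-terminal GST-fused human GASC-1 (KDM4C) fragment, residues 2-372; quantity: GASC-1 enzyme at 10 nM final in reaction; dosing: single dose; schedule: 30 min demethylation and 1 h detection at room temperature; signal: LANCE TR-FRET, excitation 340 nm, emissions 618 and 671 nm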
* = called active by the depositor; x = no result given; & = joins results of further samples.

Each structure is followed by: C diff HTS, Tcruzi prolif, Pf Dd2 inh, KDM4C inh
Cc1ccc(-c2ccc([C@H]3[C@@H](CO)N4CCCCN(S(=O)(=O)c5cccc(C)c5)C[C@@H]34)cc2)cc1
→ -5, 85, -46, x
C[C@H](CO)N1C[C@H](C)[C@H](CN(C)Cc2ccc(C(=O)Nc3ccccc3N)cc2)Oc2ccc(NS(C)(=O)=O)cc2CC1=O
→ 0, 82, -38, 0.1
COc1ccc(S(=O)(=O)Nc2ccc3c(c2)C(=O)N([C@@H](C)CO)C[C@@H](C)[C@@H](CN(C)S(=O)(=O)c2cn(C)cn2)OCCCC[C@@H](C)O3)cc1
→ 0, -65, 7, 2.4
COc1ccc(CNC(=O)C[C@H]2CC[C@@H](NC(=O)Nc3ccc4c(c3)OCO4)[C@H](CO)O2)cc1
→ x, 1, -10, x
CN1[C@@H]2c3ccc(/C=C/c4ccccc4)c(=O)n3C[C@@H]2[C@@H](CO)[C@@H]1C(=O)N1CCCCC1
→ 7, 43, 4, 0.9
O=S(=O)(NCC[C@@H]1CC[C@@H](NS(=O)(=O)c2cccc(Cl)c2)[C@H](CO)O1)c1cccc(F)c1
→ 9, 8, -2, -0.7
CN1C(=O)c2cc(NC(=O)c3cnccn3)ccc2OC[C@H]2O[C@@H](CC(=O)N[C@@H]3CCN(Cc4ccccc4)C3)CC[C@H]21
→ -2, 107*, -14, 2.2
O=C(C[C@H]1CC[C@H]2[C@@H](COC[C@H](O)CN2C(=O)c2ccccc2F)O1)NCc1ccc(Cl)c(Cl)c1
→ 15&-9, -22, -37, -2.7
COc1ccc(CN2CC3(CN(C(C)=O)C3)c3c([nH]c4cc(OC)ccc34)[C@H]2CO)cc1
→ 0, x, -48, 1.0
CCN1[C@@H]2c3ccc(-c4cccc(F)c4)c(=O)n3C[C@@H]2[C@@H](CO)[C@@H]1C(=O)N1CCCCC1
→ -5, -71, x, 1.8
COC(=O)C[C@@H]1C[C@H]2c3cc(NC(=O)Nc4ccc(OC)cc4)ccc3O[C@H]2[C@H](CO)O1
→ -2, 4, -13, 0.6
C[C@@H]1CCCCO[C@H](CN(C)C(=O)Nc2ccccc2)[C@H](C)CN([C@@H](C)CO)C(=O)c2cc(NC(=O)Cc3ccccc3)ccc2O1
→ x, 39, -59, -1.0
CCCN1[C@@H]2c3ccc(-c4ccccc4)c(=O)n3C[C@@H]2[C@@H](CO)[C@@H]1C(=O)NCCCN1CCOCC1
→ 0, 40, -4, 2.4
COCC#Cc1ccc2c(c1)O[C@@H](CN(C)C(=O)C1CCC1)[C@H](C)CN([C@H](C)CO)S2(=O)=O
→ -1, 66, -15, -1.7
C[C@H](CO)N1C[C@H](C)[C@@H](CN(C)S(=O)(=O)c2cccs2)Oc2ccc(NC(=O)CCC(F)(F)F)cc2C1=O
→ x, -67, -7, -0.9
CCCNC(=O)[C@@H]1N[C@@H]2c3ccc(C4=CCCC4)c(=O)n3C[C@@H]2[C@H]1CO
→ 0, 45, 13, 1.3
O=C(NCC[C@H]1CC[C@H](NS(=O)(=O)c2ccccc2)[C@@H](CO)O1)c1ccccc1F
→ 5, 10, 17, 0.5
CO[C@H]1CN(C)C(=O)c2ccc(NC(=O)Cc3ccccc3)cc2OC[C@@H](C)NC[C@H]1C
→ x, 1, -8, -0.2
C[C@@H]1CN([C@@H](C)CO)C(=O)c2cc(NC(=O)NC3CCCCC3)ccc2O[C@H]1CN(C)Cc1ccc2c(c1)OCO2
→ -3, 33, -5, 0.4
C[C@@H](NC(=O)C[C@@H]1CC[C@@H](NC(=O)C2CC2)[C@@H](CO)O1)c1ccccc1
→ 3, x, 1, -2.3
CC(C)CC#Cc1ccc2c(c1)O[C@@H](CN(C)C(=O)c1ccccc1)[C@H](C)CN([C@@H](C)CO)S2(=O)=O
→ 7, 116*, -69, -2.4
CCC(=O)N[C@@H]1C=C[C@H](CC(=O)NCCN2CCCCC2)O[C@@H]1CO
→ -1, 21, 42, x
C[C@@H]1CN([C@H](C)CO)C(=O)c2cc(C#CCN(C)C)cnc2O[C@H]1CN(C)C(=O)Cc1ccncc1
→ 1, 67, 41, 7.9
CCCNC(=O)C[C@@H]1CC[C@@H]2[C@@H](COc3ccc(NC(=O)c4ccc(C(F)(F)F)cc4)cc3C(=O)N2C)O1
→ -5, 41, -13, 0.8
C[C@H]1CN([C@@H](C)CO)C(=O)c2cc(C#CC3CC3)cnc2O[C@H]1CN(C)C(=O)Nc1ccccc1
→ x, 65, 8, 0.2
C[C@H](CO)N1C[C@H](C)[C@@H](CN(C)Cc2ccccc2)OCCCC[C@H](C)Oc2ccc(NS(=O)(=O)c3ccc(F)cc3)cc2C1=O
→ -4, -27, -10, -0.3
CO[C@H]1CN(C)C(=O)c2ccc(NS(C)(=O)=O)cc2OC[C@@H](C)NC[C@@H]1C
→ -2, -23, 23, -0.1
C/C=C/c1ccc([C@@H]2[C@@H](CN(C)C(=O)C3CC3)N(C(=O)CC)[C@H]2CO)cc1
→ -2, 20, -13, -0.7
Cc1noc(C)c1NC(=O)Nc1ccc2c(c1)CC(=O)N([C@H](C)CO)C[C@H](C)[C@H](CN(C)Cc1ccc(Cl)c(Cl)c1)O2
→ 5, -1, -24, -1.6
CN(C)CC#Cc1ccc([C@H]2[C@H](CO)N3CCCCN(C(=O)Nc4ccc(F)cc4)C[C@@H]23)cc1
→ 8, 43, -57, 4.5

Following part
Compound	C diff HTS	Tcruzi prolif	Pf Dd2 inh	KDM4C inh
CCCNC(=O)N1[C@H](C#N)[C@@H](c2ccccc2)[C@H]1CO	-7	-7	30	4.1
C[C@@H]1CCCCO[C@@H](CN(C)C(=O)c2ccncc2)[C@H](C)CN([C@@H](C)CO)C(=O)c2cc(NC(=O)CCC(F)(F)F)ccc2O1	6	8	21	6.9
O=C(N[C@@H]1CC[C@H](CCNS(=O)(=O)c2cccc(Cl)c2)O[C@@H]1CO)c1ccc(F)cc1	-3	32	-13	0.2
COC(=O)C[C@@H]1CC[C@H]2[C@@H](COC[C@H](O)CN2S(=O)(=O)c2cn(C)cn2)O1	1&-6	10	13	-0.7
COc1ccc(CN(C)C[C@@H]2OCCCC[C@H](C)Oc3ccc(NS(=O)(=O)c4ccc(C)cc4)cc3C(=O)N([C@H](C)CO)C[C@@H]2C)cc1	x	x	-55	0.7
O=C(C1CC1)N1CC2(C1)[C@@H](c1ccccc1)[C@@H](CO)N2CC1CCCC1	9	x	-18	-0.2
O=C1CN(S(=O)(=O)c2ccccc2)C[C@H]2[C@H](c3ccc(C4=CCCC4)cc3)[C@@H](CO)N12	8	x	5	-1.1
CO[C@H]1CN(C)C(=O)c2ccc(NC(=O)Nc3cccc(F)c3)cc2OC[C@H](C)N(C(=O)C2CC2)C[C@@H]1C	8	x	-39	-1.3

A second format for four compounds above:
CCCN1[C@@H]2c3ccc(-c4ccccc4)c(=O)n3C[C@@H]2[C@@H](CO)[C@@H]1C(=O)NCCCN1CCOCC1
  C diff HTS: 0; Tcruzi prolif: 40; Pf Dd2 inh: -4; KDM4C inh: 2.4

COCC#Cc1ccc2c(c1)O[C@@H](CN(C)C(=O)C1CCC1)[C@H](C)CN([C@H](C)CO)S2(=O)=O
  C diff HTS: -1; Tcruzi prolif: 66; Pf Dd2 inh: -15; KDM4C inh: -1.7

CCC(=O)N[C@@H]1C=C[C@H](CC(=O)NCCN2CCCCC2)O[C@@H]1CO
  C diff HTS: -1; Tcruzi prolif: 21; Pf Dd2 inh: 42; KDM4C inh: x

CCN1[C@@H]2c3ccc(-c4cccc(F)c4)c(=O)n3C[C@@H]2[C@@H](CO)[C@@H]1C(=O)N1CCCCC1
  C diff HTS: -5; Tcruzi prolif: -71; Pf Dd2 inh: x; KDM4C inh: 1.8

Other entries follow:
Compound	C diff HTS	Tcruzi prolif	Pf Dd2 inh	KDM4C inh
COC(=O)C[C@H]1CC[C@H]2[C@@H](COC[C@H](O)CN2C(=O)Nc2cccc(F)c2)O1	-3&-4	-15	-16	-1.0
COCC(=O)Nc1ccc2c(c1)C(=O)N(C)[C@H]1CC[C@@H](CC(=O)NCC(F)(F)F)O[C@@H]1CO2	0	21	7	1.4
O=C(C[C@H]1C[C@@H]2c3cc(NS(=O)(=O)c4ccccc4)ccc3O[C@@H]2[C@H](CO)O1)NC1CCCCC1	x	44	5	-0.8
Cc1noc(C)c1S(=O)(=O)N(C)C[C@H]1Oc2ccc(NS(=O)(=O)c3cccs3)cc2CC(=O)N([C@H](C)CO)C[C@H]1C	-8	32	-26	0.7
CO[C@@H]1CN(C)C(=O)c2ccc(NC(=O)c3ccc(Oc4ccccc4)cc3)cc2OC[C@@H](C)N(C(C)=O)C[C@H]1C	x	37	x	0.8
CNC(=O)C[C@H]1CC[C@H]2[C@H](COc3ccc(NC(=O)NC4CCCC4)cc3C(=O)N2C)O1	1	1	2	-2.2
CNC[C@H]1Oc2c(NS(C)(=O)=O)cccc2C(=O)N([C@@H](C)CO)C[C@@H]1C	-2	21	7	-1.0
COc1ccccc1NC(=O)C[C@H]1CC[C@H]2[C@@H](COc3ccc(NC(=O)C(C)C)cc3C(=O)N2C)O1	-4	12	15	-0.9

Brought forward from above: four entries, followed by the next part.
Compound	C diff HTS	Tcruzi prolif	Pf Dd2 inh	KDM4C inh
CO[C@@H]1CN(C)C(=O)c2ccc(NC(=O)c3ccc(Oc4ccccc4)cc3)cc2OC[C@@H](C)N(C(C)=O)C[C@H]1C	x	37	x	0.8
CNC(=O)C[C@H]1CC[C@H]2[C@H](COc3ccc(NC(=O)NC4CCCC4)cc3C(=O)N2C)O1	1	1	2	-2.2
CNC[C@H]1Oc2c(NS(C)(=O)=O)cccc2C(=O)N([C@@H](C)CO)C[C@@H]1C	-2	21	7	-1.0
COc1ccccc1NC(=O)C[C@H]1CC[C@H]2[C@@H](COc3ccc(NC(=O)C(C)C)cc3C(=O)N2C)O1	-4	12	15	-0.9
C[C@H]1CN([C@@H](C)CO)C(=O)c2cccc(NC(=O)Nc3ccc(F)cc3)c2O[C@@H]1CN(C)CC1CCCCC1	-18	30	-19	-2.6
O=C(NCCc1ccccc1)[C@H]1[C@H](CO)[C@H]2Cn3c(cccc3=O)[C@@H]1N2Cc1ccccn1	-5	30	x	-1.2
COc1ccc(NC(=O)N(C)C[C@@H]2Oc3ccc(NC(=O)CCN4CCOCC4)cc3C(=O)N([C@H](C)CO)C[C@@H]2C)cc1	-1	25	14	3.0
CCCNC(=O)N[C@H]1CC[C@@H](CC(=O)NCCc2ccccc2)O[C@@H]1CO	x	-24	14	-1.1
CN1C(=O)c2cc(NC(=O)C3CCCCC3)ccc2OC[C@@H]2O[C@H](CC(=O)NCCc3ccncc3)CC[C@H]21	7	-4	1	2.0
C[C@@H]1CN([C@H](C)CO)C(=O)c2cccc(NC(=O)c3ccc(-c4nccs4)cc3)c2O[C@@H]1CN(C)CC1CC1	4	-20	-23	-0.1
Cc1ccc(-c2cnc3c(c2)C(=O)N([C@@H](C)CO)C[C@@H](C)[C@@H](CN(C)C(=O)Cc2ccncc2)O3)cc1	-5	7	-45	0.3
CN1C(=O)c2cc(NC(=O)c3ccc(F)cc3)ccc2OC[C@H]2O[C@H](CC(=O)NCC3CC3)CC[C@@H]21	-2	-25	-9	0.8
C[C@@H]1CN([C@@H](C)CO)C(=O)c2cccc(NC(=O)C3CC3)c2O[C@@H]1CN(C)Cc1ccc(Cl)c(Cl)c1	2	4	-30	-1.7
